# FLuc modulator: qHTS profiling assay for firefly luciferase inhibitor/activator using purifed enzyme and Km concentrations of substrates (counterscreen for miR-21 project); Luciferin 4-monooxygenase (Photinus pyralis), P08659; Potency, µM (top dose mostly 57.5 µM), inactives show at the top dose activity change, negative = inhibition, hits mostly inhibitors; actives 6.9% (n = 360,000); purified FLuc, Km substrates, luminescence inhibition; AID 588342, 2011;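 also: potency is read from the fitted curve at half-maximal effect; plate controls were vehicle for no effect and reference inhibitor for full effect; nearly all actives have a fitted effect of over 55% in size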
#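 Biochemical qHTS of compounds, final roughly 60 µM downward over six points, against 10 nM purified firefly luciferase using Km concentrations of substrates (10 uM D-luciferin, 10 uM ATP) in Tris acetate pH 7.5 buffer; luminescence output.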
# Gal4-VP16 FLuc: VP16 counterscreen qHTS for inhibitors of ROR gamma transcriptional activity. Drosophila S2 Gal4-VP16 UAS-luciferase, luminescence, 20 h. Potency, µM (titrated, usually from 53.6 µM), without a hit: top-dose activity, negative = inhibition, usual class: inhibitors. actives 3.5% (n = 310,000). AID 2546, 2010;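 also: Gal4-VP16 expression switched on by copper sulfate through the metallothionein promoter; potency is read from the fitted curve at half-maximal effect; % is scaled to controls: 0 for no effect and ±100 for the full control effect; nearly all actives have a fitted effect of over 50% in size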
# PKM2 act: qHTS Assay for Activators of Human Muscle isoform 2 Pyruvate Kinase | Potency, µM (top dose mostly 57.5 µM), inactives show at the top dose activation, actives largely listed as activators | AID 1631, 2009 | purified PKM2, Kinase-Glo ATP luminescence, activation; response scale: 0% is enzyme alone, no compound | Pyruvate kinase PKM (Homo sapiens), P14618 | actives 0.34% (n = 260,000); also: potency is read from the fitted curve at half-maximal effect; % is scaled to controls: 0 for no effect and ±100 for the full control effect; nearly all actives have a fitted effect of over 55% in size
# Target sequence (P14618 whole entry, looked up, canonical isoform): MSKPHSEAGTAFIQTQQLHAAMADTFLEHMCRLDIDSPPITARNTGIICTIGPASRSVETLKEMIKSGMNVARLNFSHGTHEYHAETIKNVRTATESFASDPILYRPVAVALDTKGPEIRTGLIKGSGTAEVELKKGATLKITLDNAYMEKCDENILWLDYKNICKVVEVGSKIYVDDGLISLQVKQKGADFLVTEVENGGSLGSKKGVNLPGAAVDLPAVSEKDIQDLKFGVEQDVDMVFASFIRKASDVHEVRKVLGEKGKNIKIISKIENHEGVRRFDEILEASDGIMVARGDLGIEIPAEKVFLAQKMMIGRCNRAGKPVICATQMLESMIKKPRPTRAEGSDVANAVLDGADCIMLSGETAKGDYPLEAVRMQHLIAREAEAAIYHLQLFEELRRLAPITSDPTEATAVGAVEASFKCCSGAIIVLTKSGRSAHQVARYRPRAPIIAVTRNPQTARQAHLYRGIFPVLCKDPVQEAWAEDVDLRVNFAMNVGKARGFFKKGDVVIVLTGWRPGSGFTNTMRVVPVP
#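 Purified hPK-M2 (>95%) run at intermediate activity with 0.1 mM ADP and 0.5 mM PEP in 50 mM imidazole pH 7.2, KCl, MgCl2; 1 h room temperature. ATP formed read by Kinase-Glo luminescence; normalized to uninhibited and no-enzyme controls.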
# ELG1 genotox: qHTS screen for small molecules that induce genotoxicity in human embryonic kidney (HEK293T) cells expressing luciferase-tagged ELG1 | HEK293T ELG1-luciferase reporter, luminescence, 16 h | actives 1.3% (n = 330,000) | AID 504466, 2011 | Potency, µM (top dose mostly 46 µM), for inactives: at the top dose activity change, positive = activation, actives largely listed as activators; also: potency is read from the fitted curve at half-maximal effect; % of control where 0% means no effect; nearly all actives have a fitted effect of over 60% in size
#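 16 hr compound incubation (37 °C, 5% CO2) of HEK293T cells carrying luciferase-tagged ELG1; luciferase then measured by ONE-Glo luminescence after 30 min at RT.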
# Rab9 prom act: qHTS Assay for Rab9 Promoter Activators; Huh7 Rab9 promoter-luciferase reporter, luminescence, 24 h; Potency, µM (series often up to 9.22 µM), inactives show at the highest dose activation, negative = inhibition, usual class: activators; actives 2.8% (n = 320,000); also: potency is read from the fitted curve at half-maximal effect; % of control where 0% means no effect; nearly all actives have a fitted effect of over 60% in size
#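 Promoter activation is measured as luciferase luminescence in Huh7 cells stably transfected with a Rab9 promoter–luciferase construct, following 24 h compound exposure at 37 °C and 10 min reagent incubation at ambient temperature.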
# RORgamma inh: qHTS for inhibitors of ROR gamma transcriptional activity | Drosophila S2 Gal4-RORgamma UAS-luciferase reporter, 20 h | AID 2551, 2010 | Potency, µM (top dose mostly 53.6 µM), inactives show top-dose activity change, negative = inhibition, usual class: inhibitors | actives 5.4% (n = 310,000); also: potency is read from the fitted curve at half-maximal effect; % is scaled to controls: 0 for no effect and ±100 for the full control effect; nearly all actives have a fitted effect of over 60% in size
# Target sequence (P51450 whole entry, looked up, the tested form may be a part): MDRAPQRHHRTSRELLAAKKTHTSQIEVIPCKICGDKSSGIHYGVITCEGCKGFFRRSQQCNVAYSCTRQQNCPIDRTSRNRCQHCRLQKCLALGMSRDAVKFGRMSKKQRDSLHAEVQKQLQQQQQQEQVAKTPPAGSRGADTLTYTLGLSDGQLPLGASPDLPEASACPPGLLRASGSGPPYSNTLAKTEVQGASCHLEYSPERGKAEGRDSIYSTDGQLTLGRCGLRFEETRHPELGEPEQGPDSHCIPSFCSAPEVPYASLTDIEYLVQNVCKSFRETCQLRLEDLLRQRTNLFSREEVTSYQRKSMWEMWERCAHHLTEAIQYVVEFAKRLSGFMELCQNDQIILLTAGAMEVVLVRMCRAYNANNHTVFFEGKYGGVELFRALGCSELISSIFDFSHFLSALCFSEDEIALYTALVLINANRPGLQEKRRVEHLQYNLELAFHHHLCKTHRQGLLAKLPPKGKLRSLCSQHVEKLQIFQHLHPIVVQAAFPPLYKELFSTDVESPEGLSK
#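 Read-out: Photinus luciferase luminescence; inhibitors lower reporter signal. Insect Schneider cells with Gal4-ROR gamma fusion under metallothionein promoter, UAS reporter; 700 uM final copper sulfate induction, 20 hr, ambient temperature.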
# Menin-MLL TR inh: qHTS Assay for Inhibitors Targeting the Menin-MLL Interaction in MLL Related Leukemias: Competition With Texas Red Labeled MLL-derived Mutant Peptide. actives 0.23% (n = 270,000). AID 1768, 2009. Potency, µM (highest dose often 61.6 µM), for inactives: top-dose FP activity change, negative = inhibition, usual class: inhibitors. O00255. Menin + Texas Red MLL mutant peptide, fluorescence polarization; active = well fitted inhibition curve with a large enough effect in the polarisation, with a control signal flat, not every such curve was filed as active; inconclusive = small, poorly fitted or top-dose-only effect, or effect the other way, or a change in a side signal; inactive = no such curve, though single readings can be large or run the other way; the % refers to the polarisation; also: potency is read from the fitted curve at half-maximal effect; % of control where 0% means no effect; many of its hits are not listed in these tables
# NPC1 prom act: qHTS Assay for NPC1 Promoter Activators; actives 2.4% (n = 320,000); Potency, µM (highest dose often 9.22 µM), for inactives: at the top dose activation, actives largely listed as activators; Huh7 NPC1 promoter luciferase reporter, 24 h;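 also: potency is read from the fitted curve at half-maximal effect; % of control where 0% means no effect; nearly all actives have a fitted effect of over 60% in size; reporter is driven by a mutant NPC1 promoter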
#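 Quantitative HTS used a cell-based reporter: Huh7 cells stably bearing the NPC1 promoter upstream of luciferase were treated with compounds for 24 h, and promoter activation was read as luminescence.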
# p53 reactivator: qHTS assay for re-activators of p53 using a Luc reporter. actives 0.063% (n = 320,000). AID 504706, 2011. Potency, µM (doses to about 92.2 µM), for inactives: at the top dose activity change, positive = activation, most hits filed as activators. H1299 p53-A138V BP100-luciferase reporter, luminescence, 24 h; also: potency is read from the fitted curve at half-maximal effect; % of control where 0% means no effect; nearly all actives have a fitted effect of over 45% in size
#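 H1299 (p53-null), stable ts p53-A138V + BP100-Luc; 1000 cells/well, Opti-MEM/10% FBS; cpd 4 pt, 1:5; 24 h, 37 deg C, 5% CO2; detection reagent 10 min RT; luminescence.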
# BRCA1 expr up: qHTS Assay to Identify Small Molecule Activators of BRCA1 Expression; MCF7-BRCA1-FFLuc reporter, luminescence, 48 h; response scale: scaled: vehicle 0%, 10 µM genistein 100%; actives 1.1% (n = 380,000); AID 624202, 2012; Potency, µM (top dose mostly 46.1 µM), for the others: top-dose activation, hits mostly activators; also: potency is read from the fitted curve at half-maximal effect; nearly all actives have a fitted effect of over 80% in size; some results filed as inactive show a strong effect at the top dose
#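 First, MCF7-BRCA1-FFLuc cells (2000/well) attach for 2 h; next, compounds are pin-added and incubated 48 h at 37 °C; finally, luciferase reagent is added and luminescence read after 15 min.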
# Giardia killer: Small Molecules that selectively kill Giardia lamblia: qHTS; Giardia lamblia trophozoite viability; activity change, % at 7.66 µM, hits read low; actives 0.15% (n = 340,000); AID 540267, 2011; in the data active = activity change below about -80%; inconclusive = between about -30% and that limit;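 also: parasites exposed to compound for two days anaerobically before the ATP read; % is scaled to controls: 0 for no effect and ±100 for the full control effect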
#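 Giardia lamblia trophozoites (100 cells/well) were incubated with compounds for 48 h at 37 deg C under anaerobic conditions. Viability was read as ATP content by one-step luminescence after 15-30 min at room temperature.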
# Active calls of the source: *; u = inconclusive; x = no result given; [ ] = dose if it differs, or a comment. Unless noted, calls follow the shape of the dose curve; as a rule, active = well fitted curve in the direction sought with a large enough effect; inconclusive = small, poorly fitted or top-dose-only effect, or another doubt; inactive = no such curve, though single readings can be large; an effect the other way counts as inactive or inconclusive. These rows are one share of the data. The share of hits here may be higher or lower than overall.
# The first 2 compounds as a preview:
SMILES,FLuc modulator,Gal4-VP16 FLuc,PKM2 act,ELG1 genotox,Rab9 prom act,RORgamma inh,Menin-MLL TR inh,NPC1 prom act,p53 reactivator,BRCA1 expr up,Giardia killer
CC(C)C[C@@H](CO)N1CCN(Cc2ccc([N+](=O)[O-])cc2)CCC1=O,5%,-7%,-2%,-3%,0%,8%,-8%,2%,6%,19%,1
CCN(Cc1ccncc1)C(=O)c1cc(COc2ccc(C)c(C)c2)on1,-17%,u,0%,-1%,5%,91%,x,-3%,-19%,2%,1

# Main list, previewed entries included:
SMILES,FLuc modulator,Gal4-VP16 FLuc,PKM2 act,ELG1 genotox,Rab9 prom act,RORgamma inh,Menin-MLL TR inh,NPC1 prom act,p53 reactivator,BRCA1 expr up,Giardia killer
CC(C)C[C@@H](CO)N1CCN(Cc2ccc([N+](=O)[O-])cc2)CCC1=O,5%,-7%,-2%,-3%,0%,8%,-8%,2%,6%,19%,1
CCN(Cc1ccncc1)C(=O)c1cc(COc2ccc(C)c(C)c2)on1,-17%,u,0%,-1%,5%,91%,x,-3%,-19%,2%,1
CCC(CC)C(=O)c1c[nH]c(C(=O)NCc2ccco2)c1,0%,5%[0.365 µM],-10%,0%,-6%,12%,1%,0%,-3%,2%,10
c1ccc(Nc2cc(Nc3ccccc3)[nH]n2)cc1,u,-24%,-1%,7%,0%,1%,u,20%,9%,-54%,-8
O=C(Nc1nccs1)C(c1ccccc1)N1CCCCC1 (configuration not stated),-3%,5%,0%,-10%,3%,-32%,-24%,-3%,4%,-3%,1
COCCCn1c(SCC(=O)n2c(C)c(C)c3ccccc32)nnc1-c1ccoc1C,5%,3%,15%,18µM*,17%,-1%,-21%,1%,21%,0%,-21
CC(CC(=O)O)CC(=O)Nc1ccccc1C(=O)O (configuration not stated),1%,-5%,-16%,0%,-2%,-3%,13%,1%,-3%,0%,-5
CN1CCCC1CCNc1ccc2oc3ccccc3c(=O)c2c1 (configuration not stated),4.8µM*,u,-2%,u,-4%,8.9µM*,-7%,17%,-2%,1.3µM*,-10
N#Cc1nc(-c2cccs2)oc1N1CCN(Cc2ccccc2)CC1,u,15%,5%,3%,3%,26%,1%,-5%,u,28%,0
CC(C)(C)OC(=O)N/N=C\c1cccnc1,11µM*,u,1%,-13%,u,-37%,16%,21%,19%,51%,-19
Cc1nc(C)c(C(=O)Nc2cccc(Cl)c2)o1,-17%,5%,0%,-2%,1%,1%,-6%,7%,2%,2%,1
CCCCNC(=O)CNC(=O)c1nn(-c2ccc(OC)cc2OC)c(=O)c2ccccc12,-5%,5%,x,2%,-1%,3%,u,-2%,-7%,-5%,22
CCOC(=O)Cn1nc(-c2ccc(F)cc2)oc1=O,-16%,u,-8%,2%,-10%,u,-2%,-1%,2%,-8%,-2
COc1ccc(-c2nn(-c3ccccc3)cc2C(=O)NC2CCC(C)CC2)cc1 (configuration not stated),0%,x,x,7%,-8%,x,x,-3%,7%,9%,35[activator]
COc1ccc(/C=N/NC(=S)Nc2ccccc2)cc1COc1cccc(C)c1C,-6%,0.71µM*,-2%,10%,-11%,0.35µM*,x,-7%,3%,-3%,-1
NS(=O)(=O)c1ccc(CCNC(=O)CCCNC(=O)c2ccc(Cl)cc2)cc1,2%,-4%,-3%,3%,-2%,-10%,-3%,0%,-1%,-11%,-18
O=C(Nc1ccccc1)Nn1cnnc1,1%,3%,x,0%,-1%,17%,0%,-4%,2%,-7%,13
O=CNCCCc1nc2ccccc2n1CCc1ccccc1,0%,-2%,x,1%,-5%,-23%,u,9%,-4%,2%,10
CC(=O)O/N=C/c1c(N2CCOCC2)n(C)c2ccccc12,14%,11µM*,0%,-10%,-5%,6.3µM*,x,-9%,-2%,-79%,-4
CC(=O)Oc1ccc2c(=O)c(-c3ccccc3)coc2c1,13µM*,6%,-11%,0%,u,u,6%,u,u,7.9µM*,u
CC(C)Cn1c(-c2cc([N+](=O)[O-])ccc2Cl)nc2c1c(=O)[nH]c(=O)n2Cc1ccccc1,2%,-19%,-16%,-4%,1%,40%,-17%,-6%,-17%,-34%,1
CCN(CC)c1ccc(/C=N/NC(=S)NCc2ccccc2)cc1,-2%,4µM*,2%,-5%,0%,1.3µM*,u,-4%,11%,-30%,10
CCc1noc(C)c1C(=O)N1CCCC(CCC(=O)NCc2ccc(F)c(F)c2)C1 (configuration not stated),-11%,7%,-4%,-3%,4%,21%,0%,-1%,0%,0%,-4
Cc1cc(C)c2[nH]c(=O)c(CN(Cc3ccccc3)C(=S)NCCCN(C)C)cc2c1,1%,1%,-1%,u,-10%,-4%,-16%,2%,1%,0%,1
COC(=O)c1ccc(N/C(C)=C/C(=O)c2ccc(C)o2)cc1,12µM*,5%,-1%,18%,1%,5%,-12%,0%,3%,-6%,1
CC(=O)Cn1ncc(N(C)Cc2ccccc2)c(Cl)c1=O,17µM*,-10%,x,u,u,-10%,-5%,u,27%,u,2
O=C(COc1ccc(Cl)cc1)NCCNc1ccc([N+](=O)[O-])cc1,-1%,3%,x,-2%,-6%,9%,58%[activator],3%,5%,-6%,-4
O=C(Oc1ccc(Cl)cc1)c1ccc(N2CCOCC2)c([N+](=O)[O-])c1,u,-14%,4%,0%,-1%,2%,0%,-2%,9%,3%,13
COc1ccccc1NC(=O)Cc1nnc(SCC(=O)Nc2ccc(F)cc2F)n1C,0%,-4%,-1%,0%,-5%,3%,15%,-3%,-2%,4%,9
COC(=O)c1c(C(=O)OC)c(-c2ccc(F)cc2)n2c1CSC2,1%,6%,x,-4%,-2%,8%,u,-1%,4%,-13%,-3
COC(=O)c1c(NC(=O)CN2CCN(c3ncccn3)CC2)sc(C(N)=O)c1C,-2%,-6%,-2%,0%,5%,11%,16%,2%,13%,-4%,-5
COc1ccc2[nH]c3c(=O)n(/N=C/[C@H]4C(C)C=C(C)CC4C)c(=O)[nH]c3c2c1 (some centres not stated),-5%,-19%,9%,-2%,-10%,4%,16%,-8%,-16%,-74%,21
O=C(O)Cn1c(=O)cnc2ccccc21,0%,6%,2%,0%,-5%,-16%,0%,-6%,-2%,0%,-9
COc1ccccc1CCNC(=O)c1ccc(NC(=O)CC2SC(N3CCCCC3)=NC2=O)cc1 (configuration not stated),-14%,x,x,0%,-4%,x,x,-2%,1%,-48%,-15
CCCC(=O)C1=C(O)C(c2cccc(Oc3ccccc3)c2)CCC1=O (configuration not stated),u,u,8%,-5%,-1%,13µM*,0%,-6%,0%,-21%,24
Cc1nc(NC(=O)CSc2nnc(-c3ccncc3)n2C)sc1C,-2%,9%,x,2%,1%,-31%,x,2%,2%,0%,16
COc1ccc(C2N(C(=O)CN3CCOCC3)CCN2S(=O)(=O)c2ccccc2)cc1 (configuration not stated),2%,12%,3%,4%,-5%,-11%,3%,-1%,u,-9%,-26

# Complete entries, looked up by structure. Values in the order: FLuc modulator	Gal4-VP16 FLuc	PKM2 act	ELG1 genotox	Rab9 prom act	RORgamma inh	Menin-MLL TR inh	NPC1 prom act	p53 reactivator	BRCA1 expr up	Giardia killer
# O=C(O)Cn1c(=O)cnc2ccccc21 reads 0%	6%	2%	0%	-5%	-16%	0%	-6%	-2%	0%	-9
# COc1ccc(C2N(C(=O)CN3CCOCC3)CCN2S(=O)(=O)c2ccccc2)cc1 (configuration not stated) reads 2%	12%	3%	4%	-5%	-11%	3%	-1%	u	-9%	-26
# COc1ccc2[nH]c3c(=O)n(/N=C/[C@H]4C(C)C=C(C)CC4C)c(=O)[nH]c3c2c1 (some centres not stated) reads -5%	-19%	9%	-2%	-10%	4%	16%	-8%	-16%	-74%	21

# Screening results (PubChem BioAssay)
